Rtt109 Vps75: blocks Candida albicans Rtt109/Vps75 acetyltransferase activity | 330,000 compounds, 0.16% hits | Q5AAJ8 | inhibition, % at 34.9 µM | purified Rtt109/Vps75, ThioGlo CoA-SH fluorescence, 4 h;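 active = inhibition of at least 50% in every replicate; inconclusive = best replicate reaches 50% inhibition but some replicates fall short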
Target sequence (Q5AAJ8 whole entry, looked up): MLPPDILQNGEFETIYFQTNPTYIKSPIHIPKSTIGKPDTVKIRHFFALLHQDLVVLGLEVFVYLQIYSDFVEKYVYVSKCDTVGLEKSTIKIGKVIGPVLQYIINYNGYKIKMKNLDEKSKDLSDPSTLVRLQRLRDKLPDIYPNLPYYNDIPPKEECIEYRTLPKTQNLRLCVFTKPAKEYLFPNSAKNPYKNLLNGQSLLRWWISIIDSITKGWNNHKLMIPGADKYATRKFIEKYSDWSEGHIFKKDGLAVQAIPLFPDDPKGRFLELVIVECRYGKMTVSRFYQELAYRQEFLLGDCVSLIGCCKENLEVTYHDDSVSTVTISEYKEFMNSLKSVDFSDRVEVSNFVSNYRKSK
dFosB act: activators of mouse delta FosB homodimer. purified delta FosB, TAMRA-CDK5 oligo fluorescence polarization; percent of positive-control signal above neutral wells. AID 493131. P13346. 340,000 compounds, 0.99% hits. activation, % at 25 µM;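 active = mean activation above about 17%, with every replicate also reaching it, limit read from the data, passing the limit was not always enough; inconclusive = only one of the two conditions met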;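 note: fluorescence polarization rise as delta FosB binds a TAMRA Cdk5 AP-1 oligo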
CDK5 p35 inh: CDK5/p35 (human) kinase inhibition; inhibition, % at 10 µM; Recombinant CDK5/p35, ADP-Glo luminescence, 60 min; AID 488839; 330,000 compounds, 0.01% hits;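 active = highest replicate inhibition of at least 50% and at least 75% of replicates reaching 50%; inconclusive = only one of the two criteria met; inactive = both criteria failed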;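 note: plate controls were DMSO neutral control for no effect and GW8510 at 10 µM for full effect; many of its hits are not listed in these tables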
NSD2 HMT inh: inhibitors of human histone methyltransferase NSD2. O96028. NSD2 peptide methylation, AlphaScreen, 120 min. inhibition, % at 12.5 µM. 310,000 compounds, 0.54% hits. AID 743445; in the data active = inhibition above about 50%
PvdQ acylase: blocks Pseudomonas aeruginosa PvdQ acylase activity | purified PvdQ acylase, fluorescence plate reader | inhibition, % at 10 µM | 340,000 compounds, 0.063% hits | AID 488965; in the data active = inhibition above about 30%, passing the limit was not always enough; inconclusive = no clear call, values can overlap the other calls;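 note: 0% = vehicle neutral wells and 100% = reference inhibitor wells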
LANA DNA inh: blocks KSHV LANA C-terminal domain binding to DNA; MBP-C-LANA/FAM-LBS DNA binding, fluorescence polarization; inhibition, % at 9 µM; 340,000 compounds, 0.078% hits; AID 504423;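 active = highest replicate inhibition at or above 60% at 9 µM, even if other replicates fall short; inactive = all replicates below 60% inhibition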;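 note: 0% = neutral control wells and 100% = 4 µM acridine orange control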
Keap1-Nrf2 PPI: Keap1-Nrf2 (human) interaction inhibition; Q14145; Keap1 Kelch-Nrf2 peptide fluorescence polarization, 1536-well; inhibition, % at 9.4 µM; 340,000 compounds, 0.15% hits; in the data active = inhibition above about 12%; inconclusive = no clear call, values can overlap the other calls; inactive = below about 7.3%;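 note: human Keap1 Kelch domain with fluorescein labeled Nrf2 9mer peptide probe; 0% = neutral control wells and 100% = peptide positive control; higher means more block of Keap1 binding to Nrf2 peptide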
Target sequence (Q14145 whole entry, looked up, the tested form may be a part): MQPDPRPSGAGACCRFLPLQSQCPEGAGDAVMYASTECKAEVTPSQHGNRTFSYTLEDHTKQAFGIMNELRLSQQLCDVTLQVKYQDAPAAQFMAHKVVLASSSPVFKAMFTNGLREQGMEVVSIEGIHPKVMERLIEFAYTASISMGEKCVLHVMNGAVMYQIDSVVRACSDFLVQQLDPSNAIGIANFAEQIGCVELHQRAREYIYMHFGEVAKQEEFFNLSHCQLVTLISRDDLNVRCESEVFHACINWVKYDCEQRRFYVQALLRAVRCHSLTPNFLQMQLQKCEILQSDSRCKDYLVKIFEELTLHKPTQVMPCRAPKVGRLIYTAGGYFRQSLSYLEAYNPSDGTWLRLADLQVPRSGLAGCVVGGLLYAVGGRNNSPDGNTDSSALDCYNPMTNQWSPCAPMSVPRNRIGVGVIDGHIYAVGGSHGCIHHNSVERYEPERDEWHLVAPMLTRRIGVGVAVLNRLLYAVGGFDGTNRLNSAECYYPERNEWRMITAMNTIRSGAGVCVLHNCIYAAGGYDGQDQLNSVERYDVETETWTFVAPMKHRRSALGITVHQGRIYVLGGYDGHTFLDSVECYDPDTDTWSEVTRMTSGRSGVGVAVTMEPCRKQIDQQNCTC
PfHsp90 yeast 2: inhibits growth of yeast expressing Plasmodium falciparum Hsp90; S. cerevisiae expressing PfHsp90, BacTiter-Glo ATP, 48 h; yeast lacking PDR1 and PDR3 efflux regulators; inhibition, % at 9.4 µM; 310,000 compounds, 0.32% hits;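 active = every replicate shows inhibition above about 80%, whatever the replicate mean, limit read from the data; inconclusive = mean inhibition reaches the set limit but some replicate falls short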;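 note: 0% = DMSO neutral controls and 100% = 20 µM radicicol positive controls; yeast relying on Plasmodium falciparum Hsp90 in place of its own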
RTF Ca sens inh: cardiac RTF calcium desensitization | P19429+P45379 | 340,000 compounds, 0.12% hits | inhibition, % at 7.15 µM | IANBD-labeled cardiac RTF, Ca2+ fluorescence;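 active = inhibition above the mean inhibition of all tested compounds plus 3 SD, cut at about 17% in these data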;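 note: assay run at fixed EC70 calcium of 1.6 mM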
cardiac RTF act: increases calcium sensitivity of human cardiac regulated thin filaments; activation, % at 7.2 µM; 340,000 compounds, 0.24% hits; IANBD-labeled TnC RTF fluorescence at EC20 calcium; 0% EC20 calcium, 100% full calcium; AID 493008;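 active = activation above the mean over all tested compounds plus 3 SD, cut at about 30% in these data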;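 note: rise in fluorescence read as greater calcium sensitivity of cardiac thin filaments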
Mot1-301 SUMO: inhibitors of SUMOylation pathway: yeast Mot1-301 growth rescue. 320,000 compounds, 1% hits. growth rescue, % at 18.8 µM. S. cerevisiae Mot1-301 growth rescue, ATP luminescence, 38.5C; percent above DMSO median, 100 means doubled;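 active = every valid replicate shows activation above 250% relative to neutral control wells; inactive = the rest, any valid replicate at or below 250%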;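 note: OY570 slx delta 5 strain wells were the positive control but not used for scaling; some compounds called inactive have numbers as strong as hits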
* hit, by the source's call; ? = inconclusive; nt = no result given.

SMILES	Rtt109 Vps75	dFosB act	CDK5 p35 inh	NSD2 HMT inh	PvdQ acylase	LANA DNA inh	Keap1-Nrf2 PPI	PfHsp90 yeast 2	RTF Ca sens inh	cardiac RTF act	Mot1-301 SUMO
CC(=O)Oc1ccc2c(c1)cc(C)n2C	18	-5	-0.5	4	9	0.5	3	4	-18	5	nt
OC(CNCc1ccccc1)c1ccccc1 (stereo not given)	2	5	0.9	-2	-8	0.9	-3	-24	-1	2	-6
COc1ccc(CC2(CO)CCN(S(=O)(=O)N(C)C)CC2)cc1	23	-4	2.2	-3	6	2.2	1	4	5	-2	-8
CC(=O)OC[C@H]1O[C@@H](n2ccc(=O)[nH]c2=S)C(OC(C)=O)C1OC(C)=O (stereo not given in full)	-3	-1	-0.4	34	11	-0.5	1	-4	0	-5	-9
O=C1C2CC=CCC2C(=O)N1c1nccs1 (stereo not given)	-13	-8	1.9	1	-8	1.4	-4	-15	-6	-2	nt
Cc1nc(NCc2ccc(S(N)(=O)=O)cc2)c2c(C)c(C)sc2n1	-3	14	-2.1	2	0	0.1	0	-21	5	-5	78
Cc1ccc(S(=O)(=O)N/N=C\c2ccc([N+](=O)[O-])o2)cc1C	5	-8	1.4	1	-12	-0.1	0	2	-2	-1	85
CCOc1ccccc1NC(=O)CN(c1cc(C)cc(C)c1)S(=O)(=O)c1c(C)noc1C	-10	-3	0.6	nt	-5	0.9	1	-16	-3	-1	1
CCn1c(SCc2ccc(Cl)cc2)nc2nc3c(cc2c1=O)CCCC3	nt	-9	8.0	-2	9	-0.9	-3	-9	-3	6	7
O=C(Nc1ccc(C(=O)O)cc1)/C(=C\c1ccccc1)NC(=O)c1ccco1	12	6	0.5	0	5	-2.4	-3	4	1	0	-4
CCc1cc(C(=O)c2ccc(OC)cc2)c(NC(=O)CN2CCCC2)s1	3	-7	-0.9	6	-5	0.4	1	1	-6	-1	59
COc1ccccc1N1CCN(C(=O)CSc2nnc(C)n2C2CC2)CC1	?	-5	0.1	nt	5	0.1	-2	-2	-2	3	2
CC(=O)Nc1cccc(OCCCOc2ccc([N+](=O)[O-])cc2)c1	4	4	1.2	-1	-13	2.5	-5	-2	-14	-3	74
CCCc1cc(=O)oc2cc(C)cc(OCC(=O)Nc3ccccn3)c12	-9	3	-0.5	-2	-13	0.4	-3	-8	-5	-4	2
O=C(O)Cn1cnc2c(=S)nc[nH]c21	-10	3	-0.4	-3	-12	1.1	-6	2	-12	0	21
CN(C(=O)c1ccc2c(c1)C(=O)N(CCC1=CCCCC1)C2=O)C1CCCCC1	?	-19	0.1	nt	-11	1.4	6	-6	-6	-3	-4
Cc1ccc(-c2csc3nc(CN(C)Cc4ccccc4)[nH]c(=O)c23)cc1	6	-15	-6.6	60*	-4	-3.3	-26	-34	-12	10	4
O=C(OCCNc1ncc(C(F)(F)F)cc1Cl)c1ccc(S(=O)(=O)N2CCOCC2)cc1	5	-2	0.0	-1	0	0.0	3	8	-2	6	-27
O=C(Nc1cc(C(F)(F)F)ccc1N1CCOCC1)c1ccncc1	2	-6	-0.2	-1	-11	2.1	5	-25	-6	-1	-13
O=C(CSC1=NS(=O)(=O)c2cc(F)ccc2N1)Nc1cccc(F)c1	1	-8	-0.3	1	-8	0.9	-3	nt	1	1	14
COc1cc(OC)cc(C(=O)NC2CCSc3ccccc32)c1 (stereo not given)	-3	-9	-1.9	-1	-13	-0.9	0	16	-8	5	0
COc1ccc(NC(C)=O)c2nc(C)c(C)nc12	-5	-1	-5.5	0	-4	0.5	-1	46	-4	-3	36
O=C(NCc1ccco1)Nc1ccccc1Cl	11	1	-1.7	-3	-10	0.7	-3	nt	2	5	-3
CC1=C(C(=O)OC(C)C)C(c2ccccc2)NC(=O)N1C (stereo not given)	-3	-2	-2.9	1	-11	-1.0	-2	-16	-3	0	83
O=[N+]([O-])c1cccc(-c2cn3ccccc3n2)c1	-3	-8	-0.2	-3	-9	1.4	-1	-14	-1	5	26
CCCn1c(SCC(=O)N2c3ccccc3Sc3ccccc32)nc2ccccc21	-2	-5	-1.0	0	-6	1.6	1	-1	-5	-5	21
Cc1cc(C)cc(NC(=O)CCN2CCCC2)c1	3	-5	-1.1	0	-5	-0.1	-6	0	-3	4	-2
O=C(Nc1ccc(C(=O)N2CCOCC2)cc1)c1cc(-c2cccnc2)nc2ccc(Cl)cc12	-3	-32	1.4	0	8	1.3	-6	nt	-2	2	2
COc1ccccc1N1C(=O)C2C(c3ccccc3F)NN(C(=O)c3ccc(C)cc3)C2C1=O (stereo not given)	-3	-2	-0.8	nt	8	0.2	-8	5	-12	11	6
COc1cc(OC)cc(C(=O)NCC(=O)OCC(=O)NC(C)(C)C)c1	-5	-6	0.2	-3	11	-0.1	-2	-5	0	6	103
CCCC(=O)NC(=S)Nc1cccc(NC(=O)c2ccccc2Cl)c1	-7	-4	0.9	0	-13	-0.6	1	2	-1	-5	-7
COc1ccccc1NS(=O)(=O)c1cccc(NC(=O)c2sc3ccccc3c2Cl)c1	-3	-12	0.7	-1	21	-1.0	2	3	-2	0	-11
CC1CCCCN1CCCNc1ccc(C(CC(N)=O)NC(=O)Cc2cccc3ccccc23)cc1[N+](=O)[O-] (stereo not given)	5	-10	1.2	nt	-11	1.2	6	-8	-12	-1	11
COc1ccc(CNc2oc(-c3cccc4ccccc34)nc2P(=O)(OC)OC)cc1	-16	-11	-0.8	-7	-9	-0.1	-2	2	2	-3	-11
NCCCCCc1nnc(SCc2cccc(Cl)c2)o1	-8	-13	-1.0	3	-14	0.2	-5	11	-5	-1	17
Cc1cc(O)c(C(=O)Cc2csc(C)n2)c(O)c1	4	-4	-4.7	-4	-10	0.0	-3	-8	-15	-2	96
Cc1cc(C)nc(Nc2n[nH]c(C)n2)n1	-5	2	0.7	3	-16	0.5	-4	-6	-6	-3	-14
CC(=O)N1N=C(c2ccc(NS(=O)(=O)c3ccccc3)cc2)CC1c1ccco1 (stereo not given)	2	-6	-0.8	3	-4	-0.1	3	11	5	-4	-3
COCCn1cc(C(=O)NCCCN2CCC(C)CC2)c2c3ccccc3n(C)c2c1=O	-5	3	-0.3	3	-8	-1.1	-3	-11	1	1	350
CC(=O)c1cccc(NC(=O)c2ccc(CN3CCc4ccccc4C3)cc2)c1	-11	1	-0.1	-1	-1	-0.1	-1	28	-2	0	3
O=C(CCSCCC(=O)Nc1ccccc1F)Nc1ccccc1F	-2	4	0.4	-2	-4	0.6	0	-24	-2	4	-8
O=C1[C@H]2[C@H](C=CC[C@H]2C(=O)N2CCN(c3ccccc3)CC2)CCN1Cc1ccccc1	6	-4	0.3	nt	-13	6.5	-3	nt	-2	6	476
Cc1nc(C)c(-c2ccc(SCc3ccc(Cl)cc3)nn2)s1	-1	-20	1.3	-6	-11	-2.6	-4	23	-3	6	-14
COc1cccc(CN(C)C(=O)CSCC(=O)Nc2cc(C)on2)c1OC	-2	-12	-0.7	4	-9	1.4	0	-19	-3	6	3
CCOc1ccc(C=Nc2cccc3ncccc23)cc1	-3	1	-1.2	2	-15	1.7	1	0	-13	-5	-6

For reference, part of the list above:
SMILES	Rtt109 Vps75	dFosB act	CDK5 p35 inh	NSD2 HMT inh	PvdQ acylase	LANA DNA inh	Keap1-Nrf2 PPI	PfHsp90 yeast 2	RTF Ca sens inh	cardiac RTF act	Mot1-301 SUMO
CCCC(=O)NC(=S)Nc1cccc(NC(=O)c2ccccc2Cl)c1	-7	-4	0.9	0	-13	-0.6	1	2	-1	-5	-7
COc1ccccc1NS(=O)(=O)c1cccc(NC(=O)c2sc3ccccc3c2Cl)c1	-3	-12	0.7	-1	21	-1.0	2	3	-2	0	-11
CC1CCCCN1CCCNc1ccc(C(CC(N)=O)NC(=O)Cc2cccc3ccccc23)cc1[N+](=O)[O-] (stereo not given)	5	-10	1.2	nt	-11	1.2	6	-8	-12	-1	11
COc1ccc(CNc2oc(-c3cccc4ccccc34)nc2P(=O)(OC)OC)cc1	-16	-11	-0.8	-7	-9	-0.1	-2	2	2	-3	-11
NCCCCCc1nnc(SCc2cccc(Cl)c2)o1	-8	-13	-1.0	3	-14	0.2	-5	11	-5	-1	17
Cc1cc(O)c(C(=O)Cc2csc(C)n2)c(O)c1	4	-4	-4.7	-4	-10	0.0	-3	-8	-15	-2	96
Cc1cc(C)nc(Nc2n[nH]c(C)n2)n1	-5	2	0.7	3	-16	0.5	-4	-6	-6	-3	-14
CC(=O)N1N=C(c2ccc(NS(=O)(=O)c3ccccc3)cc2)CC1c1ccco1 (stereo not given)	2	-6	-0.8	3	-4	-0.1	3	11	5	-4	-3
COCCn1cc(C(=O)NCCCN2CCC(C)CC2)c2c3ccccc3n(C)c2c1=O	-5	3	-0.3	3	-8	-1.1	-3	-11	1	1	350

Next section.
SMILES	Rtt109 Vps75	dFosB act	CDK5 p35 inh	NSD2 HMT inh	PvdQ acylase	LANA DNA inh	Keap1-Nrf2 PPI	PfHsp90 yeast 2	RTF Ca sens inh	cardiac RTF act	Mot1-301 SUMO
COc1ccc(OC)c(C2C3=C(CC(C)(C)CC3=O)Nc3nnnn32)c1 (stereo not given)	0	-4	-0.9	-1	6	0.7	5	3	2	8	-10
CC(C(=O)Nc1cccnc1)N1C(=O)c2ccccc2C1=O (stereo not given)	-5	-1	-0.9	4	-2	-2.3	6	-9	13	-1	14
CC(=O)Nc1ccc2c(c1)OCCOCCOc1cc(NC(C)=O)ccc1OCCO2	4	-13	6.6	1	7	-0.8	4	-19	1	-2	24
O=C1NC(Cc2ccc(O)cc2)c2nc3cc(Cl)ccc3c(=O)n2-c2cc(Cl)ccc21 (stereo not given)	6	-20	-0.3	nt	-4	3.1	0	5	-15	-1	nt
COc1ccc(-c2cnnn2-c2ccc(N)cc2)cc1OC	-7	-8	1.0	2	0	0.9	0	-6	4	5	-7
O=C(NCCc1ccccc1)c1ccc2c(c1)N(Cc1ccccc1)CCS2	-1	-19	1.5	5	-1	-1.9	3	12	-4	1	1
COc1ccc(CCN(C)CC(O)COC(c2ccc(F)cc2)c2ccc(F)cc2)cc1OC (stereo not given)	-3	-13	-0.8	7	-13	-0.3	-2	-41	-7	3	118
COc1ccc(S(=O)(=O)NCC(c2cccnc2)N2CCN(C)CC2)cc1C (stereo not given)	-7	-5	0.9	nt	-12	0.5	-1	-26	0	-2	-6
COC(=O)c1ccc(C(=O)NC(=S)Nc2ccc3nc(SC)sc3c2)cc1	-4	-3	-1.7	2	0	2.9	1	-5	-12	1	6
N#CCN1C(=O)C(=O)N(Cc2cccc(Cl)c2)C1=O	2	6	1.5	0	-19	1.7	1	25	-4	9	-30

Screening data: PubChem, several laboratories
